Screens: PubChem, National Center for Advancing Translational Sciences (NCATS)
HepG2 viability = HepG2 cytotoxicity, counter-screen for TGF-b inhibitors. 410,000 compounds, 0.76% hits. Potency, µM (doses to about 46.1 µM), for inactives: top-dose activity change, negative = cytotoxicity, most hits filed as cytotoxic. AID 588856. HepG2 CAGA-GFP viability, ATP luminescence, 18 h; further: potency means the concentration at half of the fitted maximal effect; some results filed as inactive show a strong effect at the top dose
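CellTiter-Glo luminescence gave cytotoxicity after 18 hours at 37 degrees C. The cells were HepG2 CAGA-GFP in 1% FBS DMEM, stimulated with 500 pg/mL TGF-beta after compound addition. %Activity was normalised to no-cell wells (complete cell-killing) and DMSO (no toxicity), and curves were fitted and classified.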
Nrf2 inh = blocks Nrf2 signaling | A549 ARE-Fluc reporter, luciferase luminescence, 18-24 h | Potency, µM (titrated, usually from 46 µM), without a hit: at the highest dose activity change, negative = inhibition, hits mostly inhibitors | 360,000 compounds, 2.1% hits | AID 504444; further: potency means the concentration at half of the fitted maximal effect; on the % scale 0 is the no-effect control and ±100 the full control effect; nearly all actives have a fitted effect of over 60% in size
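Cells were seeded and rested 2 h, then exposed to compounds for 18-24 h. CellTiter-Fluor was read first as a viability measure. BugLite was added 15 min before the final luminescent read of ARE-luciferase activity in A549 cells.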
MCF10A rerep = inducers of DNA re-replication in MCF 10A breast cells. MCF 10A DNA re-replication, Hoechst nuclear intensity, 48 h. Potency, µM (titrated, usually from 46.1 µM), for the others: at the top dose activity, positive = re-replication, hits mostly activators. 350,000 compounds, 2.9% hits. AID 624296; further: potency means the concentration at half of the fitted maximal effect; % of control where 0% means no effect; nearly all actives have a fitted effect of over 50% in size
S2 tox = reduces viability in counter-screen for ATXN expression inhibitors | 400,000 compounds, 0.49% hits | S2 cells (HEK-293 line with an ATXN2-luciferase reporter) viability, CellTiter-Fluor protease fluorescence, 24 h | AID 651635 | Potency, µM (highest dose often 56.7 µM), most hits filed as cytotoxic; further: potency means the concentration at half of the fitted maximal effect; nearly all actives have a fitted effect of over 40% in size
IL-1B inflam inh = inhibitors of inflammasome signaling (IL-1 beta secretion) | 360,000 compounds, 4.7% hits | AID 743279 | THP-1 LPS/ATP IL-1B secretion, AlphaLISA, 16 h; active compounds read low | activity change, % at 57.5 µM; in the data active means activity change below about -50%; inconclusive means mostly about -30% to -49%; further: on the % scale 0 is the no-effect control and ±100 the full control effect
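Secreted IL-1B measured by AlphaLISA bead assay after 16 h compound exposure of THP-1 cells; compounds (final up to 57.5 uM) added 1 h before LPS (250 ng/mL) and ATP (1.25 mM) stimulation; lower signal means less secretion.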
A549 viability = A549 cytotoxicity, counter-screen for Nrf2 inhibitors. 390,000 compounds, 0.16% hits. Potency, µM (top dose mostly 46 µM), inactives show at the highest dose activity change, negative = cytotoxicity, usual class: inhibitors. A549 ARE-Fluc cells, CellTiter-Fluor viability, 18-24 h; further: potency means the concentration at half of the fitted maximal effect; on the % scale 0 is the no-effect control and ±100 the full control effect
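A549 ARE-Fluc cells in 5% FBS OPTI-MEM, 5000 cells/well, rested 2 h then exposed to compounds in concentration-response for 18-24 h at 37 °C. Viability by CellTiter-Fluor fluorescence (Ex 405/Em 525) after 30 min; luciferase luminescence (BugLite, 15 min, RT) read afterwards.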
Nrf2 ARE act = Nrf2 pathway activation; AREc32 ARE-luciferase reporter (MCF7-derived line), luminescence, 24 h; Potency, µM (doses to about 46.1 µM), for the others: at the highest dose activation, usual class: activators; 410,000 compounds, 0.31% hits; AID 624171; further: potency means the concentration at half of the fitted maximal effect; % of control where 0% means no effect; nearly all actives have a fitted effect of over 65% in size
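Each well held 1000 AREc32 cells, which were incubated with compound for 24 hr at 37 deg C after overnight attachment, and ARE reporter activity was quantified by firefly luciferase luminescence.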
ATXN2 expr inh = ATXN2 expression inhibition. HEK-293 ATXN2-luciferase reporter, luminescence, 24 h. 360,000 compounds, 0.72% hits. Potency, µM (highest dose often 57 µM), for the others: at the highest dose activity change, negative = inhibition, hits mostly inhibitors; further: potency means the concentration at half of the fitted maximal effect; on the % scale 0 is the no-effect control and ±100 the full control effect; nearly all actives have a fitted effect of over 55% in size
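qHTS (up to 57 uM final) was run with 24 h compound exposure of reporter cells at 37 °C. Each well was multiplexed: SteadyGlo luminescence measured ATXN2-luciferase expression after a fluorogenic Gly-Phe-AFC viability readout (25 uM final).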
TGFb inhibitor = inhibitors of TGF-b signaling. AID 588855. HepG2 CAGA-GFP TGF-b/SMAD3 reporter, GFP fluorescence, 18 h; TGF-beta stimulated, 500 pg/mL final. Potency, µM (top dose mostly 46.1 µM), for inactives: at the top dose activity, negative = inhibition, hits mostly inhibitors. 410,000 compounds, 1.2% hits; further: potency means the concentration at half of the fitted maximal effect; on the % scale 0 is the no-effect control and ±100 the full control effect; nearly all actives have a fitted effect of over 65% in size
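HEPG2 CAGA-GFP reporter cells (1000/well, DMEM with 1% FBS) received compounds, then recombinant TGF-beta at 500 pg/mL final for 18 hours at 37 degrees C. Per-cell GFP summed per well was normalised to unstimulated and stimulated DMSO controls before curve fitting.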
Starred values were filed as active, the others as inactive; & = joins results of further samples; [ ] = dose if it differs, or a comment. Unless noted, the call rests on the fitted dose curve; in most records, active means well fitted curve in the direction sought with a large enough effect; inconclusive means small, poorly fitted or top-dose-only effect, or another doubt; inactive means no such curve, though single readings can be large; an effect the other way counts as inactive or inconclusive.

For C=C[C@H]1[C@H](OC2OC(CO)C(O)C(O)C2O)OC=C(C(=O)OC)[C@H]1C[C@H]1CC(=O)C[C@H](CC(=O)CCc2ccc(O)cc2)O1 (stereo partly specified) the results were HepG2 viability 0%, Nrf2 inh 0%, MCF10A rerep 5%, S2 tox inactive, IL-1B inflam inh 1, A549 viability -1%, Nrf2 ARE act 0.6%, ATXN2 expr inh 7% and TGFb inhibitor 21%.
`Cc1cc(C2=NNC(=NCc3ccccc3)SC2)c(C)n1-c1c(C)n(C)n(-c2ccccc2)c1=O` gave HepG2 viability 13%, Nrf2 inh -1%, MCF10A rerep 1%, S2 tox inactive, IL-1B inflam inh -10, A549 viability -5%, Nrf2 ARE act 0.1%, ATXN2 expr inh 5%[11.3 µM] and TGFb inhibitor 0%.
For NC(c1csc(Nc2cc(NCCCO)ncn2)n1)c1ccccc1Cl (stereo unspecified) the results were HepG2 viability -34%, S2 tox inactive, IL-1B inflam inh -56*, Nrf2 ARE act 6.8%, ATXN2 expr inh -21% and TGFb inhibitor inconclusive.
For COc1ccc(N2CCN(C(=O)CSc3ncnc4scc(-c5ccc(C)cc5)c34)CC2)cc1 the results were HepG2 viability -16%, Nrf2 inh inconclusive, MCF10A rerep 1%, S2 tox inactive, IL-1B inflam inh -23, Nrf2 ARE act 0.6%, ATXN2 expr inh -24% and TGFb inhibitor 0%.
`O=C(COc1cc(O)c2c(=O)cc(-c3ccccc3)oc2c1)c1ccccc1` gave HepG2 viability -8%, Nrf2 inh -26%, MCF10A rerep inconclusive, S2 tox inactive, IL-1B inflam inh -4, A549 viability -6%, Nrf2 ARE act 4.4%, ATXN2 expr inh -3% and TGFb inhibitor -20%.
Screening COc1ccc(CN2C(=O)NC3(CCOc4ccccc43)C2=O)cc1F (stereo unspecified) returned HepG2 viability -7%, Nrf2 inh inconclusive, MCF10A rerep 2%, S2 tox inactive, IL-1B inflam inh -2, A549 viability 2%, Nrf2 ARE act 2.5%, ATXN2 expr inh -13% and TGFb inhibitor -5%.
For CN(Cc1ccco1)S(=O)(=O)c1nnc(NC(=O)c2ccccc2Cl)s1 the results were HepG2 viability 1%&-23%, Nrf2 inh inconclusive, MCF10A rerep 15%, S2 tox inactive, IL-1B inflam inh 6, A549 viability 0%&10%, Nrf2 ARE act 3.8%&4.4%, ATXN2 expr inh 1%&1% and TGFb inhibitor -4%&-26%.
Screening O=C(Nc1cnc(N2CCC(N3CCCCC3)CC2)c(C(=O)O)c1)c1ccc(Br)cc1 returned HepG2 viability 0%, S2 tox inactive, A549 viability 2%, Nrf2 ARE act -0.8%, ATXN2 expr inh 4% and TGFb inhibitor 2%.
COC(=O)c1sccc1-c1ccc(C(=O)Nc2ccccc2)o1 was read as HepG2 viability 0%, Nrf2 inh inconclusive, MCF10A rerep 13%, S2 tox inactive, IL-1B inflam inh 16, A549 viability -13%, Nrf2 ARE act 19%, ATXN2 expr inh 219%[activator] and TGFb inhibitor 2%.
`CCCCN1Cc2c(nc3cc(-c4ccco4)[nH]n3c2=O)C1=O` gave HepG2 viability 20%, Nrf2 inh -11%, MCF10A rerep -1%, S2 tox inactive, IL-1B inflam inh 25, A549 viability -4%, Nrf2 ARE act inconclusive, ATXN2 expr inh 0% and TGFb inhibitor 12%.
Cc1c(NC(=O)c2cc(-n3cnnc3)ccc2Cl)cccc1-c1nc2ccccc2s1 was read as HepG2 viability -38%, Nrf2 inh 21%, MCF10A rerep 3%, S2 tox inactive, IL-1B inflam inh 43, A549 viability 21%, Nrf2 ARE act 0.8%, ATXN2 expr inh 21% and TGFb inhibitor inconclusive.
COc1ccccc1CNc1nc(Nc2cccc(-c3cnco3)c2)c2sccc2n1 was read as HepG2 viability -72%, S2 tox 20µM*, Nrf2 ARE act -3.1%, ATXN2 expr inh 0% and TGFb inhibitor inconclusive.
For COCc1c(C(=O)OC)nnn1-c1ccc(C(F)(F)F)cc1[N+](=O)[O-] the results were HepG2 viability -2%, Nrf2 inh 6%, MCF10A rerep 0%, S2 tox inactive, IL-1B inflam inh -72*, A549 viability 2%, Nrf2 ARE act 0.7%, ATXN2 expr inh 14% and TGFb inhibitor 0%.
Screening Cc1nc(SCC(=O)Nc2cccc(S(=O)(=O)N3CCOCC3)c2)nc(C)c1C returned HepG2 viability 5%, Nrf2 inh -11%, MCF10A rerep -23%, S2 tox inactive, IL-1B inflam inh 1, A549 viability -1%, Nrf2 ARE act -0.3%, ATXN2 expr inh 7% and TGFb inhibitor 13%.
`O=C(Nc1cccc(Oc2ccc3c(c2)C(=O)NC3=O)c1)c1ccco1` gave HepG2 viability -5%, Nrf2 inh inconclusive, MCF10A rerep inconclusive, S2 tox inactive, IL-1B inflam inh -17, A549 viability 0%, Nrf2 ARE act 0.0%, ATXN2 expr inh 0% and TGFb inhibitor -1%.
Screening O=C(CSc1nnc2ccccn12)c1ccc(Cl)cc1 returned HepG2 viability 10%, Nrf2 inh -16%, MCF10A rerep 0%, S2 tox inconclusive, IL-1B inflam inh -7, A549 viability -4%, Nrf2 ARE act 5.8% and TGFb inhibitor -1%.
Screening Cc1nc(C)c(-c2ccnc(/N=C/NO)n2)s1 returned HepG2 viability -3%, Nrf2 inh -14%, MCF10A rerep 1%, S2 tox inactive, IL-1B inflam inh 9, A549 viability 6%, Nrf2 ARE act -0.7%, ATXN2 expr inh -13% and TGFb inhibitor -4%.
Screening C=CCNC(=S)NN(c1ccccc1)c1ccccc1 returned HepG2 viability 5%, Nrf2 inh -24%, MCF10A rerep -45%[inhibitor], S2 tox inactive, IL-1B inflam inh 10, A549 viability 8%, Nrf2 ARE act -0.7%, ATXN2 expr inh -18% and TGFb inhibitor 17%.
Screening Cc1cccnc1Nc1nc(-c2ccc(F)cc2)cs1 returned HepG2 viability 1%, Nrf2 inh inconclusive, MCF10A rerep 12%, S2 tox inactive, IL-1B inflam inh -52*, A549 viability 0%, Nrf2 ARE act 11%, ATXN2 expr inh 71%[activator] and TGFb inhibitor inconclusive.
`COc1ccc(C(=O)Nc2ccccc2-c2ccccc2)cc1Cl` gave HepG2 viability 5%, Nrf2 inh -10%, MCF10A rerep 15%, S2 tox inactive, IL-1B inflam inh inconclusive, A549 viability inconclusive, Nrf2 ARE act 3.9%, ATXN2 expr inh -10% and TGFb inhibitor -13%.

2 entries drawn at random from the list so far:
Screening O=C(Nc1cnc(N2CCC(N3CCCCC3)CC2)c(C(=O)O)c1)c1ccc(Br)cc1 returned HepG2 viability 0%, S2 tox inactive, A549 viability 2%, Nrf2 ARE act -0.8%, ATXN2 expr inh 4% and TGFb inhibitor 2%.
Screening Cc1nc(SCC(=O)Nc2cccc(S(=O)(=O)N3CCOCC3)c2)nc(C)c1C returned HepG2 viability 5%, Nrf2 inh -11%, MCF10A rerep -23%, S2 tox inactive, IL-1B inflam inh 1, A549 viability -1%, Nrf2 ARE act -0.3%, ATXN2 expr inh 7% and TGFb inhibitor 13%.

(cont.)
Cc1ccc(S(=O)(=O)NC(C)C(c2cccs2)N2CCN(C)CC2)cc1 (stereo unspecified) was read as HepG2 viability -9%, Nrf2 inh 8%, MCF10A rerep -7%, S2 tox inactive, IL-1B inflam inh 0, A549 viability 22%, Nrf2 ARE act 0.3%, ATXN2 expr inh -15% and TGFb inhibitor 4%.
CC(=O)c1c(-c2ccc(Cl)cc2Cl)noc1C was read as HepG2 viability 3%, Nrf2 inh -7%, MCF10A rerep 29%, S2 tox inactive, IL-1B inflam inh 25, A549 viability 0%, Nrf2 ARE act -0.4%, ATXN2 expr inh 1% and TGFb inhibitor 5%.
For Cc1nc(C(F)(F)F)ccc1C(=O)N1CCC1(C)C(=O)NCc1cccs1 (stereo unspecified) the results were HepG2 viability 12%, S2 tox inactive, IL-1B inflam inh -18, Nrf2 ARE act -1.2%, ATXN2 expr inh 6% and TGFb inhibitor 2%.
`Cc1cc(=O)[nH]c(SCC(=O)N2CCCC2)n1` gave HepG2 viability -22%, Nrf2 inh 1%, MCF10A rerep 0%, S2 tox inactive, IL-1B inflam inh 1, A549 viability -6%, Nrf2 ARE act -2.8%, ATXN2 expr inh 2% and TGFb inhibitor -30%.
For CC1CCN(C(=O)Cn2cc(SCc3ccccc3)c3ccccc32)CC1 the results were HepG2 viability -20%, Nrf2 inh -12%, A549 viability -2%, Nrf2 ARE act 1.1% and TGFb inhibitor -37%.
CCCCN1CC[C@@H]2C=CC[C@H](C(=O)OC)[C@@H]2C1=O was read as HepG2 viability -2%, Nrf2 inh 14%, MCF10A rerep 20%, S2 tox inactive, IL-1B inflam inh 10, A549 viability -4%, Nrf2 ARE act -0.5%, ATXN2 expr inh 3% and TGFb inhibitor -4%.
CCc1ccccc1NC(=S)NC1CC2CCCC(C1)N2Cc1cccs1 (stereo unspecified) was read as HepG2 viability -36%, Nrf2 inh 5%, MCF10A rerep 0%, S2 tox inactive, IL-1B inflam inh inconclusive, A549 viability -6%, Nrf2 ARE act 0.3%, ATXN2 expr inh 1% and TGFb inhibitor 3%.
`CC(C)OC(=O)NC(c1ccccc1)C(Cl)(Cl)Cl` (stereo unspecified) gave HepG2 viability -18%, Nrf2 inh 0%, MCF10A rerep -1%, S2 tox inactive, IL-1B inflam inh -5, A549 viability 6%, Nrf2 ARE act -0.6%, ATXN2 expr inh -20% and TGFb inhibitor -11%.
Cc1ccc(S(=O)(=O)N2CCN(Cc3cccc(C)c3O)CC2)cc1 was read as HepG2 viability 7%, Nrf2 inh -4%, MCF10A rerep 1%, S2 tox inactive, IL-1B inflam inh 0, A549 viability -2%, Nrf2 ARE act -0.8%, ATXN2 expr inh -4% and TGFb inhibitor 0%.
For CC(C)Cn1c(=O)c2ccccc2n2c(CCC(=O)Nc3cccc(Cl)c3)nnc12 the results were HepG2 viability -3%, Nrf2 inh 7%, A549 viability -1%, Nrf2 ARE act -1.3% and TGFb inhibitor 3%.
